Screening results as filed in PubChem BioAssay.
Myeloid diff MLP: promotes myeloid progenitor differentiation; ER-HoxA9 myeloid progenitors, lysozyme-GFP differentiation, flow cytometry; calls only at 10 µM; actives 1% (n = 360,000); AID 624256;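 active = normalized GFP-positive differentiation at or above the plate's own cutoff, the solvent-only control mean plus 3 SD; inconclusive = no clear call, values can overlap the other calls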;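 also: cells exposed to compound for four days before flow analysis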
Myeloid diff MLP GFP+ MAC1+ %: second read-out of Myeloid diff MLP, no call of its own (marks repeat the call); GFP+ MAC1+ double positive, %; measured here: differentiation confirmed by MAC1 staining
The depositor's hits bear a star; i = inactive; ? = inconclusive; / = no result given; + = active, no number. These rows are one share of the data; rates above refer to the full screens.

Structure	Myeloid diff MLP GFP+ MAC1+ %	Myeloid diff MLP
Cc1ccc(S(=O)(=O)NN=Cc2c(O)ccc3ccccc23)cc1	0.8	i
COc1ccc(CNC(=O)c2cn(Cc3ccccc3OC)c(=O)s2)cc1	1.1	i
O=C(CC1SC(N2CCCCC2)=NC1=O)Nc1cccc(C(=O)NCc2ccc(F)cc2)c1 (stereo not given)	0.5	i
CC(C)(C)OC(=O)NCCCCCNC(=O)c1ncn2c1c(=O)[nH]c1ccccc12	1.7	i
CCC(c1nnnn1-c1c(C)cccc1C)N1CCN(c2cccc(C(F)(F)F)n2)CC1 (stereo not given)	1.0	i
O=C(O)Cn1ccc2cc(S(=O)(=O)N3CCCCC3)ccc21	0.9	i
Nc1[nH]c(C(=O)c2ccccc2)c(-c2ccccc2Br)c1C(=O)NCCc1c[nH]c2ccccc12	1.5	i
CC(=O)C[C@H](O)CC(=O)[C@H]1OC(=O)CCCCCc2ccccc21	0.5	i

(further entries)
Structure	Myeloid diff MLP GFP+ MAC1+ %	Myeloid diff MLP
CN(CC(=O)Nc1ccccc1Cl)C(=O)c1ccc(Cl)c(S(=O)(=O)N2CCCCCC2)c1	0.5	i
CC(C)C[C@@H](CN1CCC[C@H]1CN1C(=O)C(=O)NC[C@@H]1Cc1ccccc1)N1C[C@H](Cc2ccccc2)N(CC2CCCCC2)C(=O)C1=O	1.0	i
Cc1ccc(Cc2c(-c3ccc(Cl)cc3)nc3cc(C)ccn23)cc1	0.6	i
CCC[C@H]1CN(c2ccc(Br)cc2)C(=O)[C@@H]1CC(=O)Nc1ccc(OC)cc1	1.1	i
NC(=S)NN=C(c1ccc(Br)cc1)C1CC1	0.9	i
O=C(Nc1ccccc1)c1cc(C2CCCN(C(=O)c3ccccc3)C2)on1 (stereo not given)	0.8	i
COc1cccc(C(O)c2nc(-c3ccccc3C)cs2)c1 (stereo not given)	3.7*	+
Cc1ccc(C(=O)O)cc1NC(=O)CCc1c(C)noc1C	0.6	i

Next section (4 carried over from the part before).
Structure	Myeloid diff MLP GFP+ MAC1+ %	Myeloid diff MLP
NC(=S)NN=C(c1ccc(Br)cc1)C1CC1	0.9	i
O=C(Nc1ccccc1)c1cc(C2CCCN(C(=O)c3ccccc3)C2)on1 (stereo not given)	0.8	i
COc1cccc(C(O)c2nc(-c3ccccc3C)cs2)c1 (stereo not given)	3.7*	+
Cc1ccc(C(=O)O)cc1NC(=O)CCc1c(C)noc1C	0.6	i
CCOC(=O)c1c(NC(=O)COC(=O)c2cccnc2OCC)sc(C(=O)N(CC)CC)c1C	0.4	i
COc1ccc(NC(=O)COC(=O)C23CC4CC(CC(O)(C4)C2)C3)cc1Cl	0.4	i
CC1(C)OC(=O)NC1c1ccccc1 (stereo not given)	0.6	i
O=C1CN(C(=O)COC(=O)c2ccc(Cl)c(S(=O)(=O)N3CCCCC3)c2)c2ccccc2N1	0.3	i
OC[C@H]1O[C@@H](c2nc(-c3ccccc3Br)no2)[C@H](O)[C@@H]1O	2.2	i
CCN(CC)C(=O)[C@H]1C[C@H](CC(=O)NCCc2ccccn2)C(=O)N2CCc3c([nH]c4cc(-c5ccco5)ccc34)[C@]12C	1.9	i
N#Cc1ccc(OCc2c(-c3ccccc3)nnn2CC(=O)O)cc1	0.6	i
O=C(CCCn1c(=O)oc2ccccc21)Nc1ccccc1	1.5	i

Further compounds follow.
Structure	Myeloid diff MLP GFP+ MAC1+ %	Myeloid diff MLP
CSCCC(NC(=O)c1ccco1)C(=O)N1CCN(C(c2ccccc2)c2ccccc2)CC1 (stereo not given)	0.8	i
O=C(NC1CCCCC1)C1c2ccccc2OCC(=O)N1CCc1ccccc1 (stereo not given)	0.8	i
Cc1cccc(C(=O)OCC(=O)N2CC(=O)Nc3ccccc32)c1C	0.6	i
Cc1nc(N(C)C2CCCCC2)c2nnn(Cc3ccc(F)cc3)c2n1	0.3	i
O=C(NNc1ccccc1)Nc1cc(Cl)ccc1Cl	1.0	i
Cc1cc(NC(=O)CS(=O)(=O)c2cn(Cc3cccc(Br)c3)c3ccccc23)no1	1.0	i
COC(=O)c1cccc(N2C(=O)C[C@](Sc3ccc(C)cc3)(C(=O)OC)[C@H]2c2ccccc2)c1	0.8	i
Cc1ccc(C(=O)N2CCC(C(=O)c3ccc(F)cc3)CC2)cc1	0.6	i

Other structures.
Structure	Myeloid diff MLP GFP+ MAC1+ %	Myeloid diff MLP
NC(=O)c1ncn([C@@H]2O[C@H](CNCc3cnc(N4CCOCC4)nc3)[C@@H](O)[C@H]2O)n1	0.2	i
CC1=C(C(=O)N(C)C)CC(CC(=O)NCC2CCCCC2)C(=O)N1Cc1ccccc1 (stereo not given)	0.9	i
CCOc1ccc(CCN2C(=S)N([C@@H](Cc3ccccc3)CN3CCC[C@@H]3CN3C(=S)NC[C@@H]3Cc3ccc(O)cc3)C[C@@H]2CC(C)C)cc1	0.8	i
CC(C)c1cc(Cn2c3ccccc3c(=O)n2C(C)Cn2cc(-c3ccc(C(C)(C)C)cc3)nn2)on1 (stereo not given)	2.4	i
CN(C)CCNc1ncnc2c1ncn2[C@H]1CN(Cc2ccc(F)cc2)C[C@@H](CO)O1	0.5	i
O=C1NC[C@H](CCCCN2CCN(CCc3ccccc3)C(=O)C2=O)N(CCc2ccccc2)C1=O	1.4	i
CCC/C(C#Cc1ccsc1)=C1/c2ccccc2C(=O)N1c1ccccc1	1.7	i
CCCS(=O)(=O)NC(=O)C1(C)CCN(C(=O)c2ccc(OC)cc2OC)C1 (stereo not given)	1.0	i

Next records follow.
Structure	Myeloid diff MLP GFP+ MAC1+ %	Myeloid diff MLP
O=C(C[C@H]1C/C=C\C[C@H](NC(=O)OCC2c3ccccc3-c3ccccc32)C(=O)OC[C@@H]2CCCN2C1=O)NCCO	1.3	i
C[C@H](CO)N1C[C@H](C)[C@@H](CN(C)C(=O)NC2CCCCC2)Oc2ccc(NS(=O)(=O)c3ccc(F)cc3)cc2C1=O	1.0	i
Cc1noc(C)c1COc1ccccc1C(=O)N1CCN(S(=O)(=O)c2ccc(F)c(F)c2)CC1	0.7	i
CC(O)(c1ccccc1)c1nc(-c2cc3ccccc3o2)cs1 (stereo not given)	0.6	i
O=S(=O)(Nc1ccccc1-c1ccccc1)c1ccccc1	1.9	i
N#CCC(=O)Nc1ccc(C(=O)OCC(=O)c2c[nH]c3ccccc23)cc1	3.0	i
CCCc1nc2ccc(Cl)cn2c1Cc1ccccc1OC	0.0	i
O=C(Cc1ccc(F)cc1)N[C@@H]1c2ccccc2CC[C@H]1OCc1ccccc1	1.1	i

(next part)
Structure	Myeloid diff MLP GFP+ MAC1+ %	Myeloid diff MLP
CC(C)(C)OC(=O)N1Cc2cc3ccccc3nc2C1	0.3	i
CC1CC1C(=O)OCC(=O)Nc1cc(S(=O)(=O)N2CCCCC2)ccc1Cl (stereo not given)	0.4	i
COc1ccc(C(C)(O)c2nc(-c3cccc(C(F)(F)F)c3)cs2)cc1 (stereo not given)	1.5	i
CC(C)n1nnnc1C1c2ccccc2C(=O)N1CCc1ccccc1F (stereo not given)	0.7	i
CC1CCN(c2ccc3c(c2)S(=O)(=O)c2cccc(C(=O)NC4CC4)c2C3=O)CC1	0.5	i
CCCCN(C)c1c(C)nc2ccc(C(=O)NCc3cccs3)cn12	1.1	i
O=C(COc1ccc(Cl)cc1Br)N1CCN(c2ncccn2)CC1	0.3	i
O=C(NCc1ccccc1)c1[nH]c(C(F)(F)F)nc1-c1ccccc1	1.4	i

5 compounds from above, arranged by the number in Myeloid diff MLP GFP+ MAC1+ %, smallest number first.
Molecule,Myeloid diff MLP GFP+ MAC1+ %
CC(C)(C)OC(=O)N1Cc2cc3ccccc3nc2C1,0.3
CCOC(=O)c1c(NC(=O)COC(=O)c2cccnc2OCC)sc(C(=O)N(CC)CC)c1C,0.4
CC1CCN(c2ccc3c(c2)S(=O)(=O)c2cccc(C(=O)NC4CC4)c2C3=O)CC1,0.5
CCC[C@H]1CN(c2ccc(Br)cc2)C(=O)[C@@H]1CC(=O)Nc1ccc(OC)cc1,1.1
O=C(C[C@H]1C/C=C\C[C@H](NC(=O)OCC2c3ccccc3-c3ccccc32)C(=O)OC[C@@H]2CCCN2C1=O)NCCO,1.3

The list goes on:
Structure	Myeloid diff MLP GFP+ MAC1+ %	Myeloid diff MLP
C[C@@H]1CN([C@H](C)CO)C(=O)CCCn2nncc2CO[C@H]1CN(C)Cc1ccc2c(c1)OCCO2	1.4	i
CN1CCN(NC(=O)c2c(-c3ccccc3)sc3ccccc23)CC1	3.4	i
C(=NN=C1c2ccccc2-c2ccccc21)c1ccc2c(c1)OCO2	0.8	i
COc1cccc(CNC(=O)c2ccc(CS(=O)Cc3ccccc3Cl)o2)c1 (stereo not given)	1.1	i
Cn1c2ccccc2c(=O)c2ccc(NCc3ccc4c(c3)OCO4)cc21	5.2*	+
O=C(CN1C(=O)c2cccc([N+](=O)[O-])c2C1=O)N1CCc2ccccc2C1	0.7	i
CC1CN(C(=O)COC(=O)c2cnc(Cl)c(Cl)c2)CC(C)O1 (stereo not given)	0.9	i
CC(OC(=O)c1ccc(S(C)(=O)=O)c([N+](=O)[O-])c1)C(=O)NC1C2CC3CC(C2)CC1C3 (stereo not given)	/	?

Next part.
Structure	Myeloid diff MLP GFP+ MAC1+ %	Myeloid diff MLP
O=C(Cc1c(F)cccc1Cl)Nc1cc(S(=O)(=O)N2CCOCC2)ccc1N1CCOCC1	0.3	i
N#Cc1ccc(CC(=O)c2ccccc2)[nH]c1=O	7.1	i
CC(C)(C)c1cc(NC(=O)C2(C)CCN2C(=O)C2(c3ccccc3)CC2)no1 (stereo not given)	1.0	i
CN1CCN(C(=O)c2ccc(-c3cnn(C)c3)c3ccoc23)CC1	1.4	i
Nc1nc(N)nc(C2C=CCCC2)n1 (stereo not given)	1.1	i
CC(C)C[C@H]1CNC(=O)C(=O)N1CC1CCN(CCc2ccccc2)CC1	0.4	i
O=C(O)c1ccccc1-c1cccc2nncn12	0.5	i
S=C(NCCCc1cnc[nH]1)NCCCN(Cc1ccccc1)c1ccc(Br)cn1	1.2	i

The list goes on:
Structure	Myeloid diff MLP GFP+ MAC1+ %	Myeloid diff MLP
C[C@H](CO)N1C[C@H](C)[C@H](CN(C)C(=O)C2CC2)OCc2cnnn2CCCC1=O	0.7	i
CCOc1ccccc1C(=O)N[C@H](C(=O)OCC(=O)Nc1nnc(-c2ccccc2)o1)C(C)C	0.6	i
COC(=O)c1cc(C(=O)OCC(=O)c2ccc3c(c2)NC(=O)CO3)cc([N+](=O)[O-])c1	0.6	i
C[C@H](CO)N1C[C@H](C)[C@H](CN(C)C)Oc2ccc(NS(=O)(=O)c3ccc(F)cc3)cc2CC1=O	0.6	i
Cc1ccccc1-c1cnc2c(c1)C(=O)N([C@H](C)CO)C[C@@H](C)[C@H](CN(C)C(=O)c1ccncc1)O2	0.7	i
CCCCNS(=O)(=O)c1cccc(NC(=O)[C@@H]2O[C@H](CO)[C@@H](O)[C@H]2O)c1	0.4	i
Cc1cc2ncn(S(=O)(=O)c3ccc(S(N)(=O)=O)cc3)c2cc1C	0.3	i
C[C@H](O)[C@@H]1C(=O)N2CCc3ccc(-c4ccccc4)cc3[C@@H]2C[C@@H]1N(C)C(=S)Nc1ccc(F)cc1	3.7	i

Later entries
Structure	Myeloid diff MLP GFP+ MAC1+ %	Myeloid diff MLP
C[C@H](O)Cc1cc2ccccc2c(=O)o1	2.0	i
CN(C(=O)c1ccc(NC(=O)Cc2ccc(NC(=O)C3CCCN(C(=O)c4ccccc4)C3)cc2)cc1)C1CCCC1 (stereo not given)	0.3	i
CCOc1ccc(S(=O)(=O)N2CCCCC2)cc1NC(=O)c1cccnc1OCC	0.5	i
Fc1cccc(Cc2c(-c3cccc(Cl)c3)nc3c(Cl)cc(C(F)(F)F)cn23)c1	1.1	i
CCN(C(=O)C(C)Sc1nnc(-c2ccncc2)n1C)C1CCCCC1 (stereo not given)	1.0	i
Cc1ccc(C(=O)Cc2ccccc2)cc1	1.0	i
C#CCn1c2ccccc2c(=O)n1C(C)CBr (stereo not given)	1.7	i
C[C@H]1CN([C@@H](C)CO)C(=O)c2cccc(NS(=O)(=O)c3ccc(F)cc3)c2O[C@H]1CN(C)S(=O)(=O)c1cn(C)cn1	2.1	i

(cont.)
Structure	Myeloid diff MLP GFP+ MAC1+ %	Myeloid diff MLP
O=c1oc(-c2ccc(O)c(O)c2)cc2cccc(O)c12	1.9	i
CCN(CC)c1ccc(S(=O)(=O)N2CCOCC2)cc1NC(=O)COC(=O)C1=COCCO1	0.5	i
C[C@H]1CN([C@@H](C)CO)C(=O)CCCn2nncc2CO[C@@H]1CN(C)C(=O)Nc1ccc(N2CCCCC2)cc1	1.6	i
CN1OC[C@@H]2CN(C(=S)NCCc3ccccc3)[C@H](c3ccccc3Br)C[C@@H]21	1.0	i
COc1cccc(CNC(=O)C2(C)CCCN2C(=O)C(C)C)c1 (stereo not given)	1.5	i
O=P(C(=S)Nc1ccccc1Cl)(c1ccccc1)c1ccccc1	0.6	i
COc1ccccc1-c1cc(NC=O)c2ncc(-c3cccc(C(=O)N(C)C)c3)n2c1	1.4	i
O=C1NC(=S)NC1=Cc1ccc(Cl)cc1Cl	0.2	i

More structures.
Structure	Myeloid diff MLP GFP+ MAC1+ %	Myeloid diff MLP
OC(c1ccc(F)cc1)c1nc(-c2ccc(F)c(Cl)c2)cs1 (stereo not given)	0.6	i
COc1ccc(NS(=O)(=O)c2cc(NC(=O)[C@H](C)NC(N)=O)ccc2N2CCCC2)cc1	1.0	i
O=C(c1ccco1)N1CCN(C2CN(C3CCCC3)S(=O)(=O)C2)CC1 (stereo not given)	0.6	i
Cc1nc2ccccc2n1C(c1cccnc1)c1nc2ccccc2[nH]1 (stereo not given)	1.0	i
Cc1ccccc1Nc1nc(N)[nH]c(=O)c1N=O	0.5	i
O=C(Cc1ccccn1)c1ccncc1	0.8	i
Cc1c(C(=O)NCc2ccc3c(c2)OCCO3)sc(=O)n1Cc1ccccc1F	2.4	i
COc1ccccc1C(=O)Cc1ccccc1	0.9	i
CCCCC(CC)C(=O)O (stereo not given)	2.4	i
Cc1cc(CNC[C@H]2O[C@@H](n3cnc(C(N)=O)n3)[C@H](O)[C@@H]2O)c(C)n1-c1cccnc1	0.7	i
COc1ccc(S(=O)(=O)Nc2ccc(Nc3ccccc3)cc2)cc1	0.8	i
